Source: PubChem
GLP-1R inv ag: acts as inverse agonist at human GLP-1 receptor. P43220. HEK293 GLP-1R CRE-luciferase, luminescence, 24 h; GLP-1R form is constitutively active. Potency, µM (highest dose often 38.3 µM), for inactives: at the highest dose activity change, negative = inhibition, most hits filed as inhibitors. 1.6% of 410,000 active. AID 624417; also: % is scaled to controls: 0 for no effect and ±100 for the full control effect; nearly all actives have a fitted effect of over 55% in size
Target sequence (P43220 whole entry, looked up): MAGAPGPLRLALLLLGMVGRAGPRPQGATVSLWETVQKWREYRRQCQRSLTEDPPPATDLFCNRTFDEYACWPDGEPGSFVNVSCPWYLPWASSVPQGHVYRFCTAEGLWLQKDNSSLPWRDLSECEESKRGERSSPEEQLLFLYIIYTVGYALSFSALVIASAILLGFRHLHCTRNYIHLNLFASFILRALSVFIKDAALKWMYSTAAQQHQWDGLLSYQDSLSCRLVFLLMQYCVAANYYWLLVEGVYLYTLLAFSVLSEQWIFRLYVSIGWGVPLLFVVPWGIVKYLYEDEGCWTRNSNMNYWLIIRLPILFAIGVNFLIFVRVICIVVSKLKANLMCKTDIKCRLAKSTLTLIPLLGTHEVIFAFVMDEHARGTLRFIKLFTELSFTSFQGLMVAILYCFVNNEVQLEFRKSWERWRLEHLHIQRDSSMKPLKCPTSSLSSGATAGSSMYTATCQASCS
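Inverse agonists were sought by their lowering of basal cAMP reporter luciferase output in HEK293 cells stably carrying constitutively active human GLP-1R, after 24 h compound treatment.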
HT1080 IDH1KD tx: toxicity to HT-1080 IDH1 knockdown cells (counter line). Potency, µM (highest dose often 46.1 µM), without a hit: top-dose activity, negative = toxicity, actives largely listed as cytotoxic. HT-1080 IDH1 knockdown viability, ATP luminescence, 48 h. 2% of 360,000 active;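 also: 0% = DMSO wells and -100% = cell-free medium wells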
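CellTiter-Glo luminescence after 48 h compound exposure at 37 degrees C of IDH1-knockdown HT-1080 cells in 5% FBS RPMI. %Activity scaled between DMSO wells and cell-free media wells, with curves fitted and assigned curve classes.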
SW480 rereplic: inducers of DNA re-replication in SW480 colon cancer cells; SW480 DNA re-replication, Hoechst DNA content imaging, 48 h; Potency, µM (series often up to 46.1 µM), for inactives: at the top dose re-replication activation, actives largely listed as activators; 1.8% of 340,000 active; also: % of control where 0% means no effect; nearly all actives have a fitted effect of over 55% in size
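Image-based read-out: total Hoechst fluorescence of nuclei (405 nm excitation, 500-530 nm emission), with hits raising the fraction of high-intensity nuclei. SW480 colon cells incubated 48 hr with compounds at 37 C.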
GLP1R ag: GLP-1 receptor (human) agonism; Potency, µM (highest dose often 45.6 µM), for inactives: at the top dose activation, hits mostly activators; 0.007% of 380,000 active; AID 624172; HEK293 GLP-1R CRE-luciferase, luminescence, 4-6 h; cells express a hypersensitive GLP-1R form; P43220; also: % of control where 0% means no effect
KB-V1 cytotox: KB-V1 MDR subline cytotoxicity; KB-V1 MDR cells viability, CellTiter-Glo, 72 h; Potency, µM (top dose mostly 46.1 µM), without a hit: at the highest dose activity change, negative = cytotoxicity, actives largely listed as cytotoxic; 3.4% of 400,000 active; also: % is scaled to controls: 0 for no effect and ±100 for the full control effect; nearly all actives have a fitted effect of over 60% in size
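Cytotoxicity via CellTiter-Glo luminescence after 72 h compound exposure at 37 degrees C. Cells: drug-selected KB-V1 line, DMEM phenol-red free plus 10% FBS. Compounds tested at multiple concentrations; normalized data fitted to concentration-effect curves.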
TDP43 rescue: inhibitors of TDP-43 toxicity in yeast | Potency, µM (series often up to 46.1 µM), without a hit: at the top dose growth rescue (activation), most hits filed as activators | TDP-43 expressing yeast growth rescue, BacTiter-Glo, 24 h | AID 652104 | 1.8% of 410,000 active; also: % of control where 0% means no effect; nearly all actives have a fitted effect of over 50% in size
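Luminescence from BacTiter-Glo reports growth of TDP-43-expressing yeast after 24 hr at 30 deg C with compound. Cells were raffinose-pregrown to mid-log, then seeded in galactose medium at OD600=0.02.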
HT1080NT lethal: kills 2HG-producing HT-1080-NT fibrosarcoma cells; HT-1080-NT fibrosarcoma viability, CellTiter-Glo ATP luminescence, 48 h; Potency, µM (titrated, usually from 46.1 µM), for the others: top-dose activity, negative = less viability, usual class: cytotoxic; 1.6% of 360,000 active; AID 686970;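 also: NT is the 2HG producing partner of a matched IDH1 knockdown line; 0% = DMSO-treated cells and -100% = media-only wells without cells; nearly all actives have a fitted effect of over 55% in size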
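Viability by CellTiter-Glo luminescence after 48 h compound exposure at 37C of HT-1080-NT cells (750/well, RPMI, 5% FBS). % activity scaled between DMSO wells and medium-only wells, then curve-fitted and categorized by curve class.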
HEK293 tox: cytotoxicity counter-screen for GLP-1 receptor inverse agonists. HEK293 cAMP-luciferase reporter cells, luminescence, 24 h. Potency, µM (doses to about 38.3 µM), for inactives: at the highest dose activity change, negative = inhibition, most hits filed as inhibitors. 0.13% of 410,000 active;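 also: loss of luciferase light is scored as toxicity; % is scaled to controls: 0 for no effect and ±100 for the full control effect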
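Cells in DMEM/10% Nu serum/1% pen-strep, 1536-well format. Pre-incubated 12 h, dosed with 23 nL compound, incubated a further 24 h. Luciferase detection, 12 min at room temp, luminescence.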
KB-3-1 cytotox: KB-3-1 parental cell cytotoxicity | 1.4% of 400,000 active | KB-3-1 viability, CellTiter-Glo ATP luminescence, 72 h | AID 1347075 | Potency, µM (top dose mostly 46.1 µM), inactives show at the top dose activity change, negative = cytotoxic, usual class: cytotoxic; also: % is scaled to controls: 0 for no effect and ±100 for the full control effect; nearly all actives have a fitted effect of over 60% in size
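Screening of KB-3-1 cells (DMEM, 10% FBS, phenol-red free) ran from lowest to highest compound concentration; after 72 h at 37 °C viability was read luminescently and curves fitted.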
* = called active by the depositor; ? = inconclusive; nt = not tested or not shown; [ ] = dose if it differs, or a comment. Calls follow the shape of the dose curve; as a rule, active = well fitted curve in the direction sought with a large enough effect; inconclusive = small, poorly fitted or top-dose-only effect, or another doubt; inactive = no such curve, though single readings can be large; an effect the other way counts as inactive or inconclusive. Potency is read from the fitted curve at half-maximal effect. Rows were taken by chance; overall some 9.4% were active at least once.

SMILES	GLP-1R inv ag	HT1080 IDH1KD tx	SW480 rereplic	GLP1R ag	KB-V1 cytotox	TDP43 rescue	HT1080NT lethal	HEK293 tox	KB-3-1 cytotox
CCOC(=O)N1CCN(S(=O)(=O)c2ccc(C(=O)N(CCCN(C)C)c3nc4ccc(CC)cc4s3)cc2)CC1	?	16µM*	?	10%	-2%	-13%	?	?	4%
CCCC(=O)Nc1ccc2c(c1)Cc1ccccc1-2	?	9%	1%	-3%	16%	8%	11%	1%	15%
O=C1N/C(=N\N=C\c2cccs2)SC1Cc1ccc(Cl)cc1 (stereo not given)	18%	23µM*	-1%	-14%	-2%	-6%	18µM*	12%	16%
Cc1ccc(S(=O)(=O)N(C)C)cc1NC(=O)c1cc(-c2ccco2)nc2ccccc12	-22%	6%	14%	-20%	nt	7%	0%	-10%	nt
Cn1c(Cn2cnc([N+](=O)[O-])n2)nnc1SCC(=O)Nc1ccccc1	0%	12%	-4%	7%	?	8%	15%	3%	20%
COc1ccc(OC)c(CNC(=O)C2CCN(S(C)(=O)=O)CC2)c1	29%	13%	-6%	19%	0%	1%[0.397 µM]	0%	3%	0%
COc1ccccc1C(=O)Nc1ccc(C(=O)Nc2ccccc2C(=O)O)cc1	94%[activator]	11%	-8%	3%	21%	14%	3%	-7%	12%
O=C1OC(C(=O)Nc2ccccc2)Cc2ccccc21 (stereo not given)	35%[activator]	21%	-14%	4%	2%	-3%[9.22 µM]	16%	4%	12%
COc1ccc(-c2nc(CS(=O)CC(=O)NCCCN3CC(C)CC(C)C3)c(C)o2)cc1OC (stereo not given)	0%	2%	-13%	-8%	-2%	?	-6%	5%	-1%
NS(=O)(=O)c1ccc(CCNC(=O)C(=O)c2cn(CC(=O)N3CCCC3)c3ccccc23)cc1	22%	3%	-7%	-2%	-9%	4%	7%	-5%	-7%
Cc1occc1-c1nnc(SCC(N)=O)n1Cc1ccccc1	-18%	-4%	-1%	0%	-25%	2%	0%	9%	-11%
O=C(Nc1ccccc1)OCCCc1ccccc1	?	8%	-4%	10%	-3%	?	13%	-5%	-9%
C/C(=N\NC(=O)Cc1cc(=O)[nH][nH]1)c1cccc([N+](=O)[O-])c1	24%	8%	-2%	-1%	0%	9%	7%	4%	?
Cc1cc(C)cc(N(C(=O)c2csnn2)C(C(=O)NC(C)(C)C)c2cccnc2)c1 (stereo not given)	12%	9%	-5%	12%	-2%	-17%[0.397 µM]	5%	-16%	5%
O=C(Nc1cccc(F)c1)NC1CCN(Cc2ccccc2)CC1	?	6%	-21%	8%	21%	-1%	0%	-3%	-1%
NS(=O)(=O)c1ccc(CNC(=O)CNC(=O)Cc2ccccc2)cc1	21%	1%	-19%	0%	0%	6%	7%	-2%	-9%
CCN(CC)CCNC(=O)C(=O)Nc1ccc2c(c1)N(S(=O)(=O)c1cccs1)CCC2	?	?	5.2µM*	9%	5%	-12%	?	?	-9%
COc1ccc(NC(=O)c2ncn[nH]2)cc1	0%	-7%	-1%	-7%	-9%	1%	1%	6%	1%
COc1ccccc1/C=C/CN1CCN(Cc2ccc(F)cc2)C(CCO)C1 (stereo not given)	?	-1%	-4%	5%	-27%	-1%[9.22 µM]	-8%	?	-13%
O=[N+]([O-])c1ccc(CN2CC(N3CCN(CC4CC4)CC3)CS2(=O)=O)cc1 (stereo not given)	11%	8%	nt	-1%	22%	23%	-1%	-10%	10%
COC(=O)c1[nH]c2ccc(Cl)cc2c1NC(=O)CCN1CCN(C2CCCCC2)CC1	-6%	-10%	?	5%	-4%	0%	-12%	?	?
CCOc1ccc(-c2nnc(SCC(=O)N(CC)CC)n2N)cc1	0%	15%	3%	-7%	2%	-13%	-3%	-2%	-6%
COc1ccc(CN(C(=O)CCC(=O)N2CCCCC2)c2nccs2)cc1OC	1%	-1%	-10%	17%	-14%	-11%	-2%	-1%	-25%
COc1cc(C(=O)OCc2cccc(S(=O)(=O)N3CCOCC3)c2)ccc1OCC(C)C	?	-3%	-25%	22%	2%	29%	-7%	13%	17%
CC1CCCCC1NC(=O)c1cn(C)c2ccc(S(=O)(=O)N3CCCC3)cc2c1=O (stereo not given)	4%	-9%	1%	-7%	-9%	-5%	1%	5%	16%

Single entries from above.
`COc1ccc(CN(C(=O)CCC(=O)N2CCCCC2)c2nccs2)cc1OC` in TDP43 rescue: -11%
`Cn1c(Cn2cnc([N+](=O)[O-])n2)nnc1SCC(=O)Nc1ccccc1` in SW480 rereplic: -4%
`CCN(CC)CCNC(=O)C(=O)Nc1ccc2c(c1)N(S(=O)(=O)c1cccs1)CCC2` in GLP1R ag: 9%

Sorted by value in GLP1R ag (lowest first): 3 of the compounds above
mol	GLP1R ag
CCOc1ccc(-c2nnc(SCC(=O)N(CC)CC)n2N)cc1	-7%
NS(=O)(=O)c1ccc(CCNC(=O)C(=O)c2cn(CC(=O)N3CCCC3)c3ccccc23)cc1	-2%
Cc1cc(C)cc(N(C(=O)c2csnn2)C(C(=O)NC(C)(C)C)c2cccnc2)c1 (stereo not given)	12%

(cont.)
SMILES	GLP-1R inv ag	HT1080 IDH1KD tx	SW480 rereplic	GLP1R ag	KB-V1 cytotox	TDP43 rescue	HT1080NT lethal	HEK293 tox	KB-3-1 cytotox
O=C1CN(C(=O)COC(=O)CCC(=O)c2ccc(Cl)cc2)c2ccccc2N1	14%	26%	1%	-4%	0%	20%	-1%	3%	0%
O=[N+]([O-])c1ccc(/C=N/Nc2nc(N3CCCCCC3)nc(N3CCCCCC3)n2)o1	?	?	?	-12%	?	22µM*	?	-29%	6.5µM*
Cn1c(CC(=O)Nc2ccccc2F)nnc1SCC(=O)NC1=NCCS1	1%	6%	-6%	7%	10%	-4%	?	2%	4%
CCOCCCNC(=O)C1(O)c2ccccc2NC(=O)N1c1ccc(C)c(C)c1 (stereo not given)	5%	0%	13%	-1%	-9%	20%	21%	-8%	1%
CSc1ncccc1C(=O)Nc1cc(Cl)ccc1N1CCOCC1	?	7%	5%	6%	21µM*	?	0%	5%	?
O=[N+]([O-])c1cc(Cl)ccc1N1CCOCC1	17%	0%	3%	2%	-8%	4%	-3%	-9%	-3%
COc1ccc(S(=O)(=O)NC2CCCC2)cc1NC(C)=O	9%	10%	0%	-5%	8%	-15%	-1%	5%	0%
CCC1Sc2ccccc2N(CC(=O)NC2CC2)C1=O (stereo not given)	11%	14%	-10%	0%	39%	-2%	6%	-4%	15%
COc1ccccc1CNC(=O)CSc1ncc(C(=O)Nc2ccccc2)c(=O)n1C	0%	-7%	1%	-4%	-5%	-9%	-1%	12%	?
COc1ccc(OC)c(NC(=O)c2cc3ccccc3o2)c1	-16%	1%	13%	23%	6%	19%	-12%	9%	-6%
O=C(CCS(=O)(=O)c1ccc(Br)cc1)N1CCN(c2ccccc2Cl)CC1	?	2%	2%	3%	-27%	9%	8%	-17%	-12%
Cc1[nH]n(-c2ccccc2)c(=O)c1N=Nc1ccc(Cl)cc1	-8%	-4%	4%	-2%	-11%	-16%	1%	4%	0%
CC(=O)c1cn(-c2ccc([N+](=O)[O-])cc2)c(=O)n(C)c1=O	12%	7%	1%[9.22 µM]	4%	12%	6%	-1%	1%	6%
CN(Cc1ccccc1)C(=O)c1cccc(N2C(=O)NC3CC2(C)Oc2ccccc23)c1 (stereo not given)	-17%	3%	1%	-5%	7%	-1%	-11%	-4%	8%
Cn1c(NC(=O)c2ccco2)cc(=O)n(C)c1=O	1%	13%	3%	-5%	14%	-16%	12%	6%	6%
O=C(Cn1cnc(S(=O)(=O)N2CCCCC2)c1)N1CCN(c2ccc([N+](=O)[O-])cc2)CC1	11%	0%	-6%	-3%	0%	-9%	-5%	-27%	0%

Entries of single compounds, quoted from the list. Order of screens: GLP-1R inv ag | HT1080 IDH1KD tx | SW480 rereplic | GLP1R ag | KB-V1 cytotox | TDP43 rescue | HT1080NT lethal | HEK293 tox | KB-3-1 cytotox
`O=[N+]([O-])c1cc(Cl)ccc1N1CCOCC1` across the screens: 17% | 0% | 3% | 2% | -8% | 4% | -3% | -9% | -3%
`COc1ccc(OC)c(NC(=O)c2cc3ccccc3o2)c1` across the screens: -16% | 1% | 13% | 23% | 6% | 19% | -12% | 9% | -6%
